Screens (PubChem BioAssay)
GLP1R inv ag: inverse agonists of human GLP-1 receptor | 410,000 tested, 1.6% active | Potency, µM (series often up to 38.3 µM), for the others: at the highest dose activity change, negative = inhibition, usual class: inhibitors | HEK293 GLP-1R CRE-luciferase, luminescence, 24 h; GLP-1R form is constitutively active; further: potency means the concentration at half of the fitted maximal effect; on the % scale 0 is the no-effect control and ±100 the full control effect; nearly all actives have a fitted effect of over 55% in size
Target sequence (P43220 whole entry, looked up): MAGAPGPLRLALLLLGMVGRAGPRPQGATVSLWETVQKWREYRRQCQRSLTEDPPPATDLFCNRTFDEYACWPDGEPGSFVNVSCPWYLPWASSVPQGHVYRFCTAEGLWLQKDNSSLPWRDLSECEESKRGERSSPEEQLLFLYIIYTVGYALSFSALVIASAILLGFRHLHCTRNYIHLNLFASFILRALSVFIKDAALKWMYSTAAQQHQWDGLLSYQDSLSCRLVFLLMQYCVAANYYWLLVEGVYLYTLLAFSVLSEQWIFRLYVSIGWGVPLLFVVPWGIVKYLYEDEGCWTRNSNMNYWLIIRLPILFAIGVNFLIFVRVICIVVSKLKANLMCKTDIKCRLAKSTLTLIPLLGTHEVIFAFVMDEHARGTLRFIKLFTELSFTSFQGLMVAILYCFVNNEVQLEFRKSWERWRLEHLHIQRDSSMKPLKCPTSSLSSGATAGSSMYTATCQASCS
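Seeding at 200 cells/uL, 12 h culture, 24 hr compound treatment, then luciferase reagent and a luminescence read; cells are HEK293 stably expressing a constitutively active GLP-1R plus cAMP-responsive luciferase.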
FUS yeast rescue: FUS proteinopathy suppression in yeast | Potency, µM (top dose mostly 76.6 µM), without a hit: at the top dose growth rescue (activation), most hits filed as activators | 390,000 tested, 0.24% active | S. cerevisiae FUS-expressing, growth rescue, OD600, 24 h;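 further: potency means the concentration at half of the fitted maximal effect; plate controls were DMSO vehicle for no effect and reference control for full effect; nearly all actives have a fitted effect of over 55% in size; some results filed as inactive show a strong effect at the top dose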
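Galactose (2%) drives FUS expression in yeast precultured in raffinose; seeding density OD 0.005. Test compounds incubated 24hr at 30C and 99% humidity before absorbance at 600 nm was measured.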
TDP-43 yeast inh: inhibitors of TDP-43 toxicity in yeast; TDP-43 expressing yeast growth rescue, BacTiter-Glo, 24 h; Potency, µM (doses to about 46.1 µM), for inactives: at the top dose growth rescue (activation), usual class: activators; 410,000 tested, 1.8% active; AID 652104; further: potency means the concentration at half of the fitted maximal effect; % of control where 0% means no effect; nearly all actives have a fitted effect of over 50% in size
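Readout is BacTiter-Glo luminescence of cell growth, so inhibitors register as activators. TDP-43-expressing yeast at OD600=0.02 in galactose medium, after raffinose pregrowth to mid-log, were incubated with compound for 24 hr at 30 deg C.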
Abeta rescue: compounds reversing amyloid beta toxicity in yeast; yeast expressing A-beta42, growth rescue, OD600, 48 h; response scale: 0% DMSO, 100% iron-clioquinol control; Potency, µM (series often up to 46.1 µM), without a hit: at the highest dose growth rescue, hits mostly activators; 410,000 tested, 0.063% active; AID 1347071; further: potency means the concentration at half of the fitted maximal effect; nearly all actives have a fitted effect of over 55% in size
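Growth rescue measured by 600 nm absorbance after 48 h yeast culture at 30 C with compound. Values normalized between DMSO and an equimolar ferric chloride plus clioquinol control.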
PTHR1 agonist: agonists of human PTHR1 parathyroid hormone receptor; Q03431; HEK293 GP2 PTHR1 cells, GloSensor cAMP luminescence, 1 h; Potency, µM (doses to about 115 µM), without a hit: at the highest dose activation, usual class: activators; 410,000 tested, 0.075% active; AID 743266; further: potency means the concentration at half of the fitted maximal effect; nearly all actives have a fitted effect of over 55% in size; some results filed as inactive show a strong effect at the top dose; inactives centre near -15; many of its hits are not listed in these tables
Target sequence (Q03431 whole entry, looked up): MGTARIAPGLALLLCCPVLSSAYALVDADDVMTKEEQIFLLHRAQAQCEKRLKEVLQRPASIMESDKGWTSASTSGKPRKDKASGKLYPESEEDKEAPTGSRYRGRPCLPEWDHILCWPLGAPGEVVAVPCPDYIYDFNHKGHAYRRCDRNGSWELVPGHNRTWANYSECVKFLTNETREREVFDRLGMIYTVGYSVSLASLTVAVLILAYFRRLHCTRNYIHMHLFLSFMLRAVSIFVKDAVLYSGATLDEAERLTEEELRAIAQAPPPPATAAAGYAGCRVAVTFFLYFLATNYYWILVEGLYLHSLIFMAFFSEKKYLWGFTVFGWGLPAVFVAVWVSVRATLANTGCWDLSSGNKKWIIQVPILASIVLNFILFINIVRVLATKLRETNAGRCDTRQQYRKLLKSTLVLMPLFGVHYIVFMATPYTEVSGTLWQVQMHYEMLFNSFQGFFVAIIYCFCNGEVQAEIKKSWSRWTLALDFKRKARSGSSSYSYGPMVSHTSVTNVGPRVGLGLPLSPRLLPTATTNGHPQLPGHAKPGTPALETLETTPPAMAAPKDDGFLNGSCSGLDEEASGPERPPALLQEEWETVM
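HEK-293-derived GP2 cells expressing PTHR1 and a GloSensor cAMP reporter, 3,000/well, plated overnight, given luciferin plus IBMX (each 0.5 mM as added) for 1 h at 37 °C, then compound for 1 h at 37 °C. Luminescence was read after 15 min at room temperature.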
MmCpn inh: blocks the Methanococcus maripaludis chaperonin Mm-Cpn; 330,000 tested, 0.031% active; purified Mm-Cpn ATPase, ADP Transcreener TR-FRET; AID 504842; Potency, µM (top dose mostly 76.9 µM), without a hit: at the top dose activity, negative = inhibition, hits mostly inhibitors; further: potency means the concentration at half of the fitted maximal effect; on the % scale 0 is the no-effect control and ±100 the full control effect; nearly all actives have a fitted effect of over 80% in size
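Purified archaeal Mm-CPN (25nM final) preincubated 10 min at 37degC with compound, then 10uM ATP for 30 min at 37degC; ADP measured by HTRF Transcreener TR-FRET; buffer 30 mM TRIS pH 7.4, 100mM KCl, 5mM MgCl2, 1mM DTT.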
HEK293 tox: cytotoxicity counter-screen for GLP-1 receptor inverse agonists; Potency, µM (top dose mostly 38.3 µM), without a hit: at the highest dose activity change, negative = inhibition, hits mostly inhibitors; 410,000 tested, 0.13% active; HEK293 cAMP-luciferase reporter cells, luminescence, 24 h; AID 624418;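 further: loss of luciferase light is scored as toxicity; potency means the concentration at half of the fitted maximal effect; on the % scale 0 is the no-effect control and ±100 the full control effect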
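A 23 nL compound transfer followed 12 hours of cell culture at 37 deg C; exposure then lasted 24 hr. Luciferase assay detection reagent was dispensed and plates read for luminescence after a 12 min room-temperature wait.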
Akt phos inh: blocks phosphorylation of Akt | Neuro2A IGF-stimulated pAkt S473 HTRF, 20 min; active compounds read low | 360,000 tested, 0.32% active | activity change, % for hits at 50 µM; in the data active means activity change below about -80%; inconclusive means mostly about -51% to -80%; further: on the % scale 0 is the no-effect control and ±100 the full control effect
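Neuro2A cells (4,500/well, DMEM with 0.5% FBS) were treated with compound at a single 50 µM final concentration, stimulated with 6 nM IGF for 20 min at 37 °C, and lysed. Phospho-Akt Ser473 was read by HTRF as 665/615 ratio ×10^4.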
aSyn yeast inh: inhibitors of alpha-synuclein toxicity in yeast; Yeast expressing alpha-synuclein, growth rescue, BacTiter-Glo, 24 h; Potency, µM (top dose mostly 46.1 µM), without a hit: at the highest dose growth rescue (activation), usual class: activators; 370,000 tested, 0.14% active; AID 652106; further: potency means the concentration at half of the fitted maximal effect; % of control where 0% means no effect; nearly all actives have a fitted effect of over 65% in size
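Galactose-induced alpha-syn yeast (OD600=0.02, raffinose-pregrown) + pinned cpd, 24 hr, 30 deg C; growth by BacTiter-Glo luminescence. Growth restoration scores as activation.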
* = called active by the depositor; i = inactive; ? = inconclusive; · = no result given; [ ] = remark or other dose. Unless noted, the call rests on the fitted dose curve; in most records, active means well fitted curve in the direction sought with a large enough effect; inconclusive means small, poorly fitted or top-dose-only effect, or another doubt; inactive means no such curve, though single readings can be large; an effect the other way counts as inactive or inconclusive. Not all compounds are listed. The share of hits here may be higher or lower than overall.

SMILES	GLP1R inv ag	FUS yeast rescue	TDP-43 yeast inh	Abeta rescue	PTHR1 agonist	MmCpn inh	HEK293 tox	Akt phos inh	aSyn yeast inh
CCN(C(=O)c1ccc(Br)o1)C1CCS(=O)(=O)C1 (configuration not stated)	8%	4%	-9%	-13%	i	1%	18%	i	0%
O=C(CN(c1ccccc1)S(=O)(=O)c1ccc(Cl)cc1)Nc1cccnc1	6%	6%	14%	-10%	i	1%	1%	i	5%
O=C(NN1CCOCC1)c1sc2cccc(F)c2c1Cl	11%	31%	·	3%	i	0%	7%	i	-1%
COCCNC(=O)c1[nH]c(C(F)(F)F)nc1-c1ccccc1	14%	-17%	18%	-10%	i	·	-2%	i	-8%
O=C(CSc1cc(Cl)ccc1Cl)NC1CCCc2ccccc21 (configuration not stated)	?	-27%	9%	-3%	-8%	1%	16%	i	6%
O=S(=O)(NC1=NCCCCC1)c1ccccc1Cl	7%	-34%	3%	-10%	i	-1%	0%	i	-3%
O=C1[C@H]2CCCC[C@H]2C(=O)N1CCCCN1CCN(c2nsc3ccccc23)CC1	?	-40%	-8%	0%	-54%[inhibitor]	·	-18%	i	-3%
C/C(CC(=O)Nc1ccc(Cl)c(Cl)c1)=N\NC(N)=S	11µM*	23%	?	?	i	2%	?	i	13%
Cc1ccccc1N=Nc1c(C)[nH]n(-c2ccccc2)c1=O	-10%	-13%	-9%	-16%	-1%	-3%	0%	i	-1%
O=C(NCc1ccccc1Cl)c1cc(C(=O)C2CC2)c[nH]1	-1%	-19%	5%	-3%	-16%	1%	-11%	i	-2%
COc1ccc2occ(C(=O)c3ccc(N=C(C)N(C)C)cc3)c2c1	?	9%	-15%	-6%	-1%[57.5 µM]	·	-4%	·	1%
COCCN(Cc1ccc(C)cc1)C(=O)[C@H]1O[C@@H](n2ccc(N)nc2=O)[C@H](O)[C@@H]1O	1%	-12%	4%	-17%	-16%	·	1%	i	-4%
Cc1csc(=O)n1CCC(=O)OC(C)C(=O)Nc1ccc(N2CCOCC2)cc1 (configuration not stated)	5%	13%	6%	8%	i	1%	4%	i	0%[1.84 µM]
COc1ccc(CC(=O)NC(C)CCc2ccccc2)cc1 (configuration not stated)	?	6%	16%	-8%	-14%	-1%	-1%	i	3%
COc1ccc(NC(=O)CN2CCC(Cc3ccccc3)CC2)cc1S(=O)(=O)N1CCOCC1	?	5%	-4%	18%	-41%[inhibitor]	1%	3%	i	-1%
Cc1ccc2c(c1)C(c1ccccc1)N(C(=O)c1ccc(S(=O)(=O)N3CCCCC3)cc1)CC(=O)N2 (configuration not stated)	?	12%	?	-7%	-13%	·	-6%	·	·
CC1=CN2C(=NC(=O)CC2(C)C(=O)N(CC(=O)NC2CCCC2)Cc2ccccc2)C=C1 (configuration not stated)	-2%	10%	2%	-2%	6%	-1%	-10%	i	1%
C=CCN(c1ccccc1C(=O)O)S(=O)(=O)c1ccc(C)cc1	-3%	-14%	18%	10%	i	1%	0%	i	3%
CCn1c(CC(=O)Nc2ccccc2)nnc1SCC(=O)Nc1ccccc1C(=O)OC	-11%	16%	-7%	9%	i	0%	-16%	i	-1%
OCCOc1ccc(CN2CCN(CCCc3ccccc3)C(CCO)C2)cc1 (configuration not stated)	-6%	-2%	-5%	5%	i	1%	1%	i	-5%

Sorted by the number under PTHR1 agonist (falling): some entries from above.
mol | PTHR1 agonist
CC1=CN2C(=NC(=O)CC2(C)C(=O)N(CC(=O)NC2CCCC2)Cc2ccccc2)C=C1 (configuration not stated) | 6%
Cc1ccccc1N=Nc1c(C)[nH]n(-c2ccccc2)c1=O | -1%
COCCN(Cc1ccc(C)cc1)C(=O)[C@H]1O[C@@H](n2ccc(N)nc2=O)[C@H](O)[C@@H]1O | -16%

Remaining list, next part
SMILES	GLP1R inv ag	FUS yeast rescue	TDP-43 yeast inh	Abeta rescue	PTHR1 agonist	MmCpn inh	HEK293 tox	Akt phos inh	aSyn yeast inh
Cc1cc(OCc2cc(C(=O)N3CCN(C)C(=O)[C@@H]3C)no2)cc(C)c1Cl	?	27%	?	?	-52%[inhibitor]	0%	-15%	i	9%
O=C1CC(C(=O)NCCc2ccccc2)SC(=Nc2ccccc2)N1 (configuration not stated)	-11%	2%	-23%	-5%	-3%	-1%	13%	i	-12%
Cc1csc(NC(=O)CSc2nnc(-c3ccccn3)n2-c2ccc(C)c(C)c2)n1	-10%	33%	20%	1%	-7%	0%	-1%	i	6%
[O-]C1=N/[N+](=C/c2ccccc2)CC1	-1%	-7%	21%	?	i	-3%	-9%	i	2%
Cc1ccccc1OCC(=O)Nc1c(C(=O)Nc2ccccc2F)oc2ccccc12	25%	-7%	-3%	-2%	-72%	·	11%	·	·
O=C(CS(=O)(=O)c1c[nH]c2ccccc12)N1CCCc2ccccc21	13%	3%	15%	-2%	i	2%	0%	i	0%
C[C@@H]1C(c2ccccc2)=NN(c2ccccc2)[C@H]1C(=O)N1CCOC1=O	-26%	32%	0%	?	-9%	-3%	57%[activator]	i	2%
CC(=O)c1cccc(NC(=O)C2(c3ccccc3)CC2(Cl)Cl)c1 (configuration not stated)	?	10%	-19%	-16%	-10%	0%	0%	i	0%
COc1cccc(C2CC(c3ccc(Cl)cc3)n3nc(N)nc3N2)c1 (configuration not stated)	10%	-3%	-5%	-6%	-3%	-1%	3%	i	-1%
COC1=C(Nc2ccccc2OC)C(=O)c2ccccc2C1=O	14%	-2%	13%	-11%	i	-6%	0%	i	-1%

Sorted by heavy-atom count (rising): 9 of the compounds above.
SMILES	GLP1R inv ag	FUS yeast rescue	TDP-43 yeast inh	Abeta rescue	PTHR1 agonist	MmCpn inh	HEK293 tox	Akt phos inh	aSyn yeast inh
[O-]C1=N/[N+](=C/c2ccccc2)CC1	-1%	-7%	21%	?	i	-3%	-9%	i	2%
COC1=C(Nc2ccccc2OC)C(=O)c2ccccc2C1=O	14%	-2%	13%	-11%	i	-6%	0%	i	-1%
O=C(CS(=O)(=O)c1c[nH]c2ccccc12)N1CCCc2ccccc21	13%	3%	15%	-2%	i	2%	0%	i	0%
C[C@@H]1C(c2ccccc2)=NN(c2ccccc2)[C@H]1C(=O)N1CCOC1=O	-26%	32%	0%	?	-9%	-3%	57%[activator]	i	2%
Cc1cc(OCc2cc(C(=O)N3CCN(C)C(=O)[C@@H]3C)no2)cc(C)c1Cl	?	27%	?	?	-52%[inhibitor]	0%	-15%	i	9%
OCCOc1ccc(CN2CCN(CCCc3ccccc3)C(CCO)C2)cc1 (configuration not stated)	-6%	-2%	-5%	5%	i	1%	1%	i	-5%
Cc1csc(NC(=O)CSc2nnc(-c3ccccn3)n2-c2ccc(C)c(C)c2)n1	-10%	33%	20%	1%	-7%	0%	-1%	i	6%
Cc1ccccc1OCC(=O)Nc1c(C(=O)Nc2ccccc2F)oc2ccccc12	25%	-7%	-3%	-2%	-72%	·	11%	·	·
CCn1c(CC(=O)Nc2ccccc2)nnc1SCC(=O)Nc1ccccc1C(=O)OC	-11%	16%	-7%	9%	i	0%	-16%	i	-1%

(further entries)
SMILES	GLP1R inv ag	FUS yeast rescue	TDP-43 yeast inh	Abeta rescue	PTHR1 agonist	MmCpn inh	HEK293 tox	Akt phos inh	aSyn yeast inh
c1ccc(N=Nc2ccc3cccccc2-3)cc1	160%[activator]	-3%	7%	-59%[inhibitor]	-10%	·	7%	i	-13%
CC1NC(=O)NC1CCCCCC(=O)Nc1ccc(F)c(Cl)c1 (configuration not stated)	-3%	14%	-23%	-9%	i	-2%	12%	i	-2%
COc1ccc2[nH]c(=O)c(CN(Cc3ccco3)Cc3nnnn3Cc3ccccc3)cc2c1	22%	·	12%	0%	i	?	23%	i	2%
Cc1csc(NC(=O)c2cc(-c3ccncc3)nc3ccccc23)n1	6%	10%	-24%	-16%	-7%	-3%	-1%	i	-5%
Cn1cc(SCC(=O)NCc2ccc3c(c2)OCO3)c2ccccc21	?	4%	24%	6%	i	2%	-2%	i	0%
FC(F)(F)c1cccc(OCC2CNC(=S)O2)c1 (configuration not stated)	-12%	-29%	-11%	-4%	i	-2%	11%	i	0%
CCOc1ccc(CNCc2cccnc2)cc1	0%	23%	20%	6%	-4%[57.5 µM]	1%	-4%	i	4%
CN(C(=O)COc1ccccc1)c1nnc(-c2cccnc2)s1	-3%	12%	20%	-9%	-9%[57.5 µM]	-1%	4%	i	4%
O=c1c2oc3ccccc3c2n(Cc2ccccc2)c(=O)n1Cc1ccc2c(c1)OCO2	-2%	-33%	-13%	-27%	8%	·	-2%	·	·
COc1cccc(Nc2nc3ccccc3c3nncn23)c1	10%	-3%	?	?	-20%	·	5%	·	·
Cc1ccc(NC(=O)CCn2c(=O)[nH]c3ccsc3c2=O)cc1	4%	2%	-10%	3%	i	4%	5%	i	-5%
CCCC(=O)Nc1nc2ccc(OC)cc2s1	5%	-12%	39%	?	i	0%	-5%	i	10%
CCOC(=O)C1CCN(c2ncnc3c2cnn3-c2ccc(OC)cc2)CC1	5%	16%	?	9%	-89%[inhibitor]	4%	17%	i	-6%
CCOC(=O)C(CC)/C(C)=N\NC(=O)c1cccc(C)c1 (configuration not stated)	-11%	8%	2%	16%	-2%	1%	0%	i	-5%
C/C=C/C=C/C(=O)N1CC2(CC(c3cccc(NC(=O)CCCCC)c3)=NO2)C[C@H]1C(N)=O (some centres not stated)	14%	28%	17%	5%	-35%[inhibitor]	-7%	6%	i	1%
O=S1(=O)c2cccc3cccc(c23)N1Cc1ccc(-c2nnco2)cc1	27%	?	2%	-20%	-8%[57.5 µM]	?	-1%	i	13%
